# Compound activity from PubChem BioAssay.
# PGC1a acetyl inh: lowers PGC1a acetylation signal in U2OS cells; AID 651687; 0.17% of 350,000 active; AlphaScreen anti-acetyl-lysine; with virally co-expressed GCN5 acetyltransferase; inhibition, % at 15.6 µM;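 active means every replicate shows inhibition of at least 40%; inconclusive means mean inhibition at least 40% but some replicate below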;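 further: 0% = neutral control wells and 100% = positive control wells; some results beyond the cut were filed as inactive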
# FN deposit inh: fibronectin deposition inhibition. AH1F fibroblasts, Alexa488-fibronectin deposition fluorescence, overnight. 0.086% of 350,000 active. inhibition, % at 12.6 µM;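 active means mean inhibition across replicates of 30% or more, regardless of how many single replicates reach that level; inconclusive means mean under 30% yet at least half of replicates reach 30%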;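 further: positive control wells lacked labelled fibronectin entirely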
#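 Assay system: AH1F fibroblasts assembling fluorescent fibronectin matrix; Amount: 10000 AH1F cells per well; Buffer or medium: DMEM, 2% serum; Probe or stimulus: Alexa488-fibronectin, 24 nM final in well; Doses: single compound dose, delivered by pin transfer; Incubation: 1 h adhesion, overnight exposure; Measured by: fluorescence 485/525 nm; Read-out: fibronectin deposition inhibition.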
# INS-1E GSIS act: GLuc luminescence reporter in INS-1E cells, primary screen for activators of glucose-dependent secretion of insulin | INS-1E GLuc reporter insulin secretion, 2-3 h | activation, % at 16.6 µM | 0.61% of 370,000 active;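 active means lowest replicate activation of at least 40%, so every replicate reaches that level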;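 further: 0% = median of neutral control wells and 100% = median of IBMX positive control wells; some compounds called inactive have numbers as strong as hits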
# CFTR F508del cor: CFTR F508del correction in bronchial cells; CFBE cells, YFP halide quenching; stimulated with forskolin plus potentiator P3; % fluorescence drop versus neutral controls; activity (quench increase), % at 7.58 µM; 0.36% of 350,000 active; AID 720511;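 active means mean added fluorescence quench of at least 8% versus neutral control, with both replicates also reaching 8%; inconclusive means only one of the mean or replicate conditions met; inactive means mean below 8% and not both replicates reaching 8%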;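 further: cells transiently co-express mutant CFTR-F508del with the halide-sensitive YFP; corrector assay measuring rescue of mutant channel to the surface after 24 h compound exposure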
# PglD DTNB: blocks C. jejuni PglD acetyltransferase activity | purified PglD enzyme, DTNB colorimetric CoA detection | inhibition, % at 12.5 µM | 0.098% of 360,000 active | AID 602405; in the data active means inhibition above about 16%, passing the limit was not always enough; inconclusive means no clear call, values can overlap the other calls; further: strong numbers were not always called active
# Statin myotox sup: protects C2C12 myotubes from simvastatin toxicity. ATP luminescence, 48 h; scaled: DMSO 0, geranylgeraniol control 100. rescue of ATP level, % at 7.49 µM. 0.78% of 330,000 active;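 active means mean ATP rescue above about 67%, or every replicate alone reaching that limit, limit read from the data, passing the limit was not always enough; inconclusive means no clear call, values can overlap the other calls; inactive means mean under the limit and some replicate under it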;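 further: myotubes were challenged with 10 µM simvastatin during compound exposure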
# Cneo AK release: causes C. neoformans cell lysis; adenylate kinase release luminescence, 4 h; normalised: neutral wells 0, clomiphene wells 100; lysis activity, % at 15 µM; 0.2% of 360,000 active; AID 651654;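 active means mean lysis activity across replicates of at least 80%, whatever share of replicates individually reach that level; inactive means mean lysis activity below 80%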
#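 Assay system: log-phase C. neoformans yeast / Quantity: yeast cell density of 5 × 10^6 cells/mL / Medium: fresh YPD growth medium / Compound: single dose / Timing: static 4 h at 37 °C with compound, 1 h detection / Measured by: adenylate kinase release luminescence / Read-out: lysis from increased AK signal / Benchmarks: Clomiphene as positive lysis control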
# miR122 inh: inhibitors of miR-122 in Huh7 cells; 0.3% of 340,000 active; Huh7 miR-122 Renilla luciferase sensor, 48 h; neutral wells = 0, positive control = 100; AID 602342; activation (reporter increase), % at 12.5 µM;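 active means mean replicate activation score at least 90 and every replicate individually at or above 90; inconclusive means only one of the two criteria met; inactive means neither criterion met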;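 further: higher luciferase means less miR-122 activity so hits act as miR-122 inhibitors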
# The depositor's hits bear a star; ? = inconclusive; . = no result given; & = joins results of further samples; [ ] = remark or other dose.
smiles	PGC1a acetyl inh	FN deposit inh	INS-1E GSIS act	CFTR F508del cor	PglD DTNB	Statin myotox sup	Cneo AK release	miR122 inh
COC(=O)CC1=C(C(=O)OC)C(c2ccncc2)C(C#N)=C(N)O1 (stereo unspecified)	.	.	17	.	-3	0	-3	.
Cc1cccc(N2CC(C(=O)Nc3ccc(S(=O)(=O)NCC4CCCO4)cc3)CC2=O)c1C (stereo unspecified)	-7	-5	11	0.9	-2	32	3	3
COc1ccc(C2=NCCc3cc(OC)c(OC)cc32)cc1OC	9	-5	16	.	.	-4	.	-6
O=C(C[C@H]1CC[C@H]2[C@@H](COC[C@H](O)CN2Cc2ccccc2)O1)N[C@H]1CCN(Cc2ccccc2)C1	-3	3	5	3.6	1	-3	-2	-7[16.7 µM]
C[C@@H]1CN([C@@H](C)CO)C(=O)Cc2cc(NC(=O)Cc3ccccc3)ccc2O[C@@H]1CN(C)C(=O)Nc1ccccc1	0	.	2	0.6	5	-5	-7	2[16.7 µM]
Cc1cc(C(=O)NCc2cccs2)cs1	5	.	10	1.5	.	.	.	9
CCC(C)NC(=O)C1CCN(C(=O)N(C)C)CC1 (stereo unspecified)	.	.	1	2.5	3	-4	-13	0
O=C(CNC(=O)[C@@H]1Cc2ccccc2CN1)NC1CCCC1	19	3	6	-0.6	1	-4	-4	3
CC(=O)Nc1ccc2c(c1)C(=O)N(C)[C@H]1CC[C@@H](CC(=O)Nc3cn(C)nc3C)O[C@H]1CO2	0	-3	-2	0.5	-2	-10	1	-5[16.7 µM]
COc1ccc(C(=O)Nc2ccc3oc(-c4cccc(F)c4)nc3c2)cc1OC	13	-3	5	2.9	2	-8	0	-6
CC(C)NC(=O)N(C)C[C@H]1OCCCC[C@H](C)Oc2ccc(NC(=O)C3CCCCC3)cc2C(=O)N([C@H](C)CO)C[C@@H]1C	-4	2	11	0.8	-1	.	0	-2[16.7 µM]
COc1cc(C(=O)NNC(=O)c2ccc(NC(C)=O)cc2)cc(OC)c1OC	-4	-16	-3	-1.8	1	.	5	-4
CCN(CC)Cc1c(C(=O)N/N=C/c2c(Cl)cccc2Cl)nnn1-c1nonc1N	-1	-2	11	-0.8	-3	5	2	0
O=C(O)CC(NCc1ccco1)C(=O)Nc1cccc(O)c1 (stereo unspecified)	5	2	6	2.0	-3	.	-2	.
Cc1ccc(C)c2c1c1ccccc1n2C	6	6	22	0.6	4	-16	1	-5
CCNC(=O)C[C@H]1CC[C@@H](NS(=O)(=O)c2ccc(F)cc2)[C@@H](CO)O1	1	4	7	-3.3	1	1	0	.
CC(C)[C@H](NC(=O)c1ccccc1)C(=O)Nc1ccc2c(c1)OCO2	.	-7	21	-0.1	0	3	2	.
CC=CC1OCC(CC)C(CCC)O1 (stereo unspecified)	-8	-2	11	0.9	.	5	.	-8
Cc1ccc(CN(C)CC(=O)Nc2ccc3c(c2)CCC3)cc1	2	-4	-3	-4.2	-2	24	8	-5
CC(C)C(C)NC(=O)COC(=O)/C=C/c1ccc(S(=O)(=O)N2CCc3ccccc32)cc1 (stereo unspecified)	14	.	9	-3.2	.	-4	.	-7
COc1ccc(CN2CCN(Cc3cccc(Oc4ccccc4)c3)CC2)c(OC)c1OC	3	5	-47	-0.1	6	-13	5	-2
C[C@H](CO)N1C[C@H](C)[C@H](CN(C)Cc2ccc3c(c2)OCO3)Oc2ccc(NC(=O)NC3CCCCC3)cc2C1=O	9	.	-23	-1.5	-3	?	-1	-4[16.7 µM]
O=C(O)c1ccccc1N/N=C/c1cc(Br)cc(Br)c1O	10	8	-8	0.6	-3	6	3	10
COc1cc(C2=CCN(C(C)=O)CC2)ccc1OC(C)=O	.	-1	42	-0.1	-4	2	2	.
O=C(NCc1ccc2c(c1)OCO2)Nc1ccc(F)cc1	.	2	-5	-4.3	1	5	-2	0
CCOC1CCCCC1NS(=O)(=O)c1ccc(Cl)cc1 (stereo unspecified)	-13	.	-35	-1.1	0	9	2	6
Cc1cccc(N2CCN(C(=O)NC3CCCCC3)CC2)c1C	.	-7	10	0.5	0	-5	2	2
C[C@H]1CN([C@@H](C)CO)C(=O)c2cc(NC(=O)C3CC3)ccc2O[C@H]1CN(C)Cc1ccc(Cl)c(Cl)c1	-8	0	-11	1.3	2	-3	6	-7[16.7 µM]
COc1ccc(NC(=O)N(C)C[C@H]2Oc3ccc(NC(=O)C4CC4)cc3CC(=O)N([C@@H](C)CO)C[C@@H]2C)cc1	0	-7	8&12	-2.4&-1.0	-2&5	-4&5	3&2	-1[16.7 µM]
COCC(=O)Nc1nc2ccccc2s1	3	4	.	.	-6	3	0	-1
COc1cc(C(=S)N2CCCC2)cc(OC)c1OS(=O)(=O)c1ccc(NC(C)=O)cc1	.	5	0	-1.0	-3	.	3	23
Cc1nc2ccccc2c(=O)n1/N=C/c1ccc(O)cc1	13	.	12	-0.2	0	-7	0	-4
CCOc1cc(N2CCOCC2)c(OCC)cc1NC(=O)C(NC(=O)c1c(F)cccc1F)C(C)C (stereo unspecified)	-2	-8	-5	1.5	2	2	-1	5
Cc1ccc(S(=O)(=O)Nc2ccc3c(c2)C(=O)N([C@H](C)CO)C[C@H](C)[C@@H](CN(C)Cc2ccc(C(=O)O)cc2)OCCCC[C@@H](C)O3)cc1	3	-7	30	-3.3	0	.	4	6[16.7 µM]
CCOc1cc(N2CCOCC2)c(OCC)cc1NC(=O)c1c(-c2ccccc2)noc1C	-6	0	-1	-0.2	-2	-3	-3	1
COCCn1c(SCC(=O)NNC(=O)c2ccccc2)nc2ccccc2c1=O	.	3	.	.	1	-2	-1	-1

# 3 compounds drawn at random from the list so far:
smiles	PGC1a acetyl inh	FN deposit inh	INS-1E GSIS act	CFTR F508del cor	PglD DTNB	Statin myotox sup	Cneo AK release	miR122 inh
Cc1nc2ccccc2c(=O)n1/N=C/c1ccc(O)cc1	13	.	12	-0.2	0	-7	0	-4
COc1ccc(NC(=O)N(C)C[C@H]2Oc3ccc(NC(=O)C4CC4)cc3CC(=O)N([C@@H](C)CO)C[C@@H]2C)cc1	0	-7	8&12	-2.4&-1.0	-2&5	-4&5	3&2	-1[16.7 µM]
COCC(=O)Nc1nc2ccccc2s1	3	4	.	.	-6	3	0	-1

# (listing goes on)
smiles	PGC1a acetyl inh	FN deposit inh	INS-1E GSIS act	CFTR F508del cor	PglD DTNB	Statin myotox sup	Cneo AK release	miR122 inh
Cc1noc(C)c1S(=O)(=O)Nc1ccc2c(c1)C(=O)N([C@@H](C)CO)C[C@H](C)[C@@H](CN(C)C(=O)NC1CCCCC1)O2	-6	3	-1	-0.3	7	4	-9	-6[16.7 µM]
CCN(CC(=O)Nc1ccc(NC(C)=O)cc1)C(=O)c1oc2c(ccc3ccccc32)c1C	5	-1	-35	-1.5	-2	-4	3	2
O=C(OCc1ccccc1)N1C[C@H](O)[C@H](O)C[C@@H]1c1c(Cl)cccc1Br	-3	-3	-22	-2.0	7	0	-1	5
CO[C@@H]1CN(C)C(=O)c2cc(NC(=O)c3ccccc3F)ccc2OC[C@H](C)N(C)C[C@H]1C	-7	18	1	-0.9	-1	9	-4	3[16.7 µM]
CC(=O)Nc1sc(N/N=C\c2ccc(O)cc2)nc1-c1cccs1	4	-12	-21	0.5	.	1	.	-2
CC(=O)Nc1ccc(Sc2ncccc2C(=O)Nc2ccc(F)cc2)cn1	8	.	0	-0.2	2	2	-3	2
COc1ccc(CN(C)C[C@@H]2OCCCC[C@H](C)Oc3ccc(NS(=O)(=O)c4ccc(F)cc4)cc3C(=O)N([C@@H](C)CO)C[C@@H]2C)cc1	6	-5	-18	3.7	3	.	3	-3[16.7 µM]
Cc1cc(C(=O)COC(=O)c2ccc(O)cc2O)c(C)n1C(C)C	.	7	9	4.2	3	2	-4	.
CS(=O)(=O)NCc1nnc(SCc2ccc(C(F)(F)F)cc2)o1	-5	-2	1	3.6	5	5	-1	-5
CCC(C)N(C(=O)Cn1nnc2ccccc21)C(C(=O)Nc1ccc(F)cc1)c1cccc(OC)c1 (stereo unspecified)	-12	-2	.	.	-2	18	3	-2
Cc1nn2c(NCc3ccccn3)c3c(nc2c1-c1ccccc1)CCC3	2	-3	2	5.2	-1	.	1	-23
C[C@H](CO)N1C[C@H](C)[C@@H](CN(C)CC2CCCCC2)Oc2ccc(NC(=O)Nc3ccc(F)cc3)cc2CC1=O	.	.	-20	-3.5	-1	-10	3	-19[16.7 µM]
CCC(=O)N1C(C(=O)NCc2ccc(OC)cc2)CSC1c1ccc(OC)cc1 (stereo unspecified)	1	10	1	0.9	-7	2	0	6
O=C(c1ccccc1)N1CCN(C2CC(=O)N(CCc3ccccc3)C2=O)CC1 (stereo unspecified)	.	.	11	-1.6	-5	-9	-6	4
CC(C)n1c(C(O)c2ccc3c(c2)OCO3)nc2ccccc21 (stereo unspecified)	0	.	5	.	0	38	0	-5
O=C(O)Cc1csc(-c2cccc(F)c2)n1	6	3	0	-2.6	1	-4	0	-4
Cc1cccc(OCCSc2nncn2C)c1	2	-8	3	.	0	-6	1	-3
Cc1cc(C)cc(C(=O)N2CCCCC2)c1	5	5	1	0.6	0	-1	0	.
COc1ccc(NC(=O)CN(C)CC(=O)Nc2ccc(C)c(S(=O)(=O)N3CCCCC3)c2)cc1	-2	6	-11	-0.1	3	7	2	15
Cc1cc(C)nc(N2CCCC(C(=O)Nc3ccc4nc(C)c(C)nc4c3)C2)n1 (stereo unspecified)	2	.	18	.	1	-13	-1	.
CCN1CCN(C(=O)Nc2cccc3ccccc23)CC1	3	1	.	.	-4	8	-2	-4
CCSc1nc2ccc(OC)cc2cc1C#N	-1	-1	.	.	-1	8	0	0
CCN(CC)CC#CCOC(c1ccccc1)c1ccccc1	?	9	-24	-0.5	0	-6	0	3
COCC(=O)Nc1ccc2c(c1)OC[C@@H](C)N(C(=O)c1ccccc1F)C[C@@H](C)[C@@H](OC)CN(C)C2=O	5	-5	4	-1.1	-2	2	6	0[16.7 µM]
Cc1ccc(S(=O)(=O)N2CCOCC2)cc1C(=O)NC1CCCCC1	-10	3	14	.	-4	71*	-3	-5
CC(C)Cn1c(N)c(C(=O)COC(=O)/C=C/c2ccccc2)c(=O)n(C)c1=O	10	-2	-51	2.6	3	-18	-4	-9
COc1ccccc1NC(=O)N1C[C@@H](O)COC[C@H]2O[C@H](CC(=O)NCc3ccccc3)CC[C@@H]21	-14	-9	10	-0.8	1	-7	1	1[16.7 µM]
NC(=O)C1CCN(C(=O)c2cc3n(n2)C(C(F)(F)F)CC(c2ccco2)N3)CC1 (stereo unspecified)	.	1	-2	4.0	6	2	8	.
CCCNC(=O)Nc1ccc2c(c1)C(=O)N(C)C[C@@H](OC)[C@@H](C)CN(C(=O)C1CCOCC1)[C@H](C)CO2	-1	-6	10	-1.9	3	8	-2	.
CN(c1ccc(F)cc1)S(=O)(=O)c1ccc(Cl)c(C(=O)NCC2CCCO2)c1 (stereo unspecified)	-5	4	43*	-2.7	1	9	-2	4
